# 12-LOX inh: inhibitors of human 12S-lipoxygenase ALOX12; Potency, µM (highest dose often 108 µM), for inactives: at the highest dose activity change, negative = inhibition, usual class: inhibitors; AID 1671190; hit rate 1.1% among 580,000; purified 12hLO, xylenol orange hydroperoxide absorbance; P18054; active = well fitted inhibition curve with a large enough effect; inconclusive = small, poorly fitted or top-dose-only effect, or another doubt; inactive = no such curve, though single readings can be large or run the other way
# Target sequence (P18054 whole entry, looked up): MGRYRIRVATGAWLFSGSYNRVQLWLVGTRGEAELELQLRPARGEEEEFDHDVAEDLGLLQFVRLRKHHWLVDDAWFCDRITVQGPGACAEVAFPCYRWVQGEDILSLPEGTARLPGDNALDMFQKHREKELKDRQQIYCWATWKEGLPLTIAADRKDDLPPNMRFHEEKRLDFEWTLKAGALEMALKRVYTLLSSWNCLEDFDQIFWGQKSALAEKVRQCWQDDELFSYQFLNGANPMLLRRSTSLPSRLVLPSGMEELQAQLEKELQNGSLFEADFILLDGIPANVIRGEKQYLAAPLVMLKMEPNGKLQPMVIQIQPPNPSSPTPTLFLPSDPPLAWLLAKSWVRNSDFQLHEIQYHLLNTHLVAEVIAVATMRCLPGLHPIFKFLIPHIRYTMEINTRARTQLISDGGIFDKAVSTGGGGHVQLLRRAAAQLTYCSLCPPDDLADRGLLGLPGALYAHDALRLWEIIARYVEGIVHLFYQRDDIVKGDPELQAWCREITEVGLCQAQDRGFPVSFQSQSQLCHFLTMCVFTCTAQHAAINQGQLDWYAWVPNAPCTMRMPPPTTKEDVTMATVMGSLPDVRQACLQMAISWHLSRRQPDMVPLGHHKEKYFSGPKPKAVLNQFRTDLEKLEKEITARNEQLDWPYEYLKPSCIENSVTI
#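 Hydroperoxide product was detected by ferrous iron/xylenol orange as the 573 to 405 nm absorbance ratio. Arachidonic acid at 40 uM (final) was turned over for 30 min at room temperature by 150 nM human 12hLO, pH 7.0 Hepes buffer, after 15 min compound preincubation.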
# * marks the source's active call; other numbers are inactive results; ? = inconclusive; & = joins results of further samples; [ ] = remark or other dose. % is set by controls: 0 for no effect and ±100 for the full control effect; potency is the fitted concentration of half-maximal effect.
compound | 12-LOX inh
O=C(c1cc(-c2ccccc2)on1)N(Cc1ccccc1)Cc1ccco1 | -13%
CC(C)c1ccc(NC(=O)Nc2nc(C(N)CCc3ccccc3)cs2)cc1 (stereo not given) | ?
CCC(C)[C@H]1CNC(=O)C(=O)N1CC(C)(C)C (stereo not given in full) | 0%
CS(=O)(=O)N1CCC(Oc2ccccc2-c2nc(C3CC3)no2)C1 (stereo not given) | 42%[activator]
COc1ccc(/C=N/O)cc1OC | 10%
COc1c(F)cc(CN(CCO)Cc2ccc(SC)cc2)cc1Cl | 4%
COc1ccc(-n2nc(C3CCN(Cc4ccc(C#N)cc4)CC3)[nH]c2=O)cc1 | 1%
CN(C)C(=O)c1cc(C(C)(C)C)nc2c1cnn2C | 7%[12.5 µM]
O=C(O)C1(c2ccc(Br)cc2)CCC1 | ?
N=C(N)SCc1ccc(Cl)c(Cl)c1 | ?
Cc1ccc(NC(=O)N2CC(C(=O)N(C)C)C3(CCOCC3)C2)c(Cl)c1 (stereo not given) | 43%[activator]
COc1ccc(-c2csc(C(C)(O)c3cccc(OC)c3)n2)cc1 (stereo not given) | ?
Cc1ccc2cc(CN(c3ccccc3)S(C)(=O)=O)c(=O)[nH]c2c1 | -3%
O=C(c1nnc(CN2CCN(c3ccccn3)CC2)n1-c1ccccc1)N1CCC[C@@H]1c1nc2ccccc2[nH]1 | ?
CC(C)C[C@@H]1N[C@H](C(=O)NCc2ccncc2)Cc2cn(Cc3ccncc3)c3cccc1c23 | 45%[activator]
COCCNC(=O)[C@H]1C[C@H](Oc2ccccc2)CN1C(=O)COc1ccc(F)cc1 | 12%
Cc1ccccc1CN(C)C(=O)CCc1nc2ccccc2s1 | 4%
Cc1cccc(C(=O)N2CCCC2c2nc(C3CCOCC3)no2)c1 (stereo not given) | 27%
CCc1c(C)sc(NC(=O)c2sc3ccccc3c2Cl)c1C#N | -2%
CCOCCN1C(=O)COC[C@@H]1[C@H](O)c1ccc(NC(=O)CC(C)(C)C)cc1 | 15%[176 µM]
Cc1cccc(C(=O)N2CC(N(C)Cc3cccnc3)C2)c1 | -2%
O=C(NCc1ccc(Cl)nc1)c1cnn2c1CN(C(=O)c1ccccc1F)CC2 | 5%[6.33 µM]
CCCCNC(=O)c1cccc2ncccc12 | -13%
Cc1n[nH]c(C)c1CCC(=O)N1CCCC(c2ccc(C(=O)O)cc2)C1 (stereo not given) | 82%[activator]
COc1cc2ccccc2cc1C(=O)Nc1ccccc1SCC(N)=O | ?
CC(C)(C)N1CC(C(=O)NCCc2nc(Cc3ccccc3)no2)CC1=O (stereo not given) | 28%
Cc1cc(C(=O)N2CCN(S(=O)(=O)c3ccc(C(C)C)cc3)CC2)no1 | -5%
O=C(c1cnccn1)N1CCC2(CN[S+](=O)([O-])c3cnccc3O2)C1 (stereo not given) | 5%[6.33 µM]
CC1CCC2(CC1)OCC(C(=O)NCC1CC1)N2C(=O)c1ccc(F)cc1 (stereo not given) | 9%
C=CCNC(=S)N/N=C/C1=CCC2CC1C2(C)C (stereo not given) | ?

# Next section (4 carried over from the part before).
compound | 12-LOX inh
Cc1cc(C(=O)N2CCN(S(=O)(=O)c3ccc(C(C)C)cc3)CC2)no1 | -5%
O=C(c1cnccn1)N1CCC2(CN[S+](=O)([O-])c3cnccc3O2)C1 (stereo not given) | 5%[6.33 µM]
CC1CCC2(CC1)OCC(C(=O)NCC1CC1)N2C(=O)c1ccc(F)cc1 (stereo not given) | 9%
C=CCNC(=S)N/N=C/C1=CCC2CC1C2(C)C (stereo not given) | ?
CCN(CC(=O)NC)S(=O)(=O)N1CCCC(C)C1 (stereo not given) | -27%
CCCS(=O)(=O)N1CCC(N2C(=O)[C@H](OCCOC)[C@@H]2c2ccncc2)CC1 | 11%
COC(=O)[C@]12CCCCC=C1N(Cc1ccc(Cl)cc1Cl)C(=O)[C@H](CC(=O)N1CCN(C(=O)C3CC3)CC1)C2 | -4%
CCN(CC)c1cc(CCC(=O)NCc2ccc(Cl)cc2)ccn1 | 26%
COCCN1Cc2ccc(NCC(C)C)nc2C(C)(C(=O)NC2CC2)C1 (stereo not given) | 3%[176 µM]
Cc1nc2c(c(=O)[nH]1)CCN(C(=O)C1(C)CCc3c(C)c(O)c(C)c(C)c3O1)C2 (stereo not given) | ?
CC(C)(C)NC(=O)CNC(=O)CC1C=CCC1 (stereo not given) | 1%
COc1ccc(CCC(=O)Nc2nc(C)c(C(C)=O)s2)cc1OC | ?
CCN(C(=O)c1cnc(-c2cccs2)[nH]c1=O)C1CCS(=O)(=O)C1 (stereo not given) | 12%
Cc1noc(C)c1Cn1c(=O)c2c(ncn2C2CCCC2)n(Cc2ccccc2)c1=O | 32%
COCCCNCc1ccccc1C | 8%
O=C1CC2(CCN(S(=O)(=O)c3cccc4nsnc34)C2)C(=O)N1 (stereo not given) | -13%
Cc1ccc(C(=O)NCc2nnnn2-c2ccccc2)cc1N1CCNC1=O | 9%
FC(F)(F)c1ccc(CCNC(=S)NCCc2ccccc2)cc1 | ?
Cc1c(C(=O)NC(C)c2ccccc2)[nH]c2c1C(=O)CCC2 (stereo not given) | 6%
Cc1cc(C)c2oc(-c3cccc(NC(=O)c4cc([N+](=O)[O-])ccc4N4CCOCC4)c3)nc2c1 | 1%
CCOc1ccc(CNC(=O)C2(c3ccc(NC(C)=O)cc3)CCCCC2)cc1 | 16%
Cc1ccc(CNC(=O)CC2Sc3ncccc3N(C)C2=O)o1 (stereo not given) | 18%
Cc1cccc(C)c1OCC(=O)Nc1ccc2oc(C(F)(F)F)nc2c1 | 6%
Cc1cc(OC(C)C(=O)NC2CC(C)(C)NC(C)(C)C2)c2c(C)c(C)c(=O)oc2c1 (stereo not given) | 6%&12%
O=C(c1ccccc1)N(Cc1ccc2[nH]ccc2c1)C1CC1 | -1%
NC(=O)[C@@H](Cc1ccccc1)NC(=O)C1=C[C@@H](NS(=O)(=O)c2cccs2)[C@@H](O)[C@H](O)C1 | 18%
CCCCCCC(CO)CCCC (stereo not given) | 12%[176 µM]
Cc1cccc(C(O)c2ncc(-c3ccc(Cl)cc3)[nH]2)c1C (stereo not given) | -8%
Cc1nc2ccc(NC(=O)C3CCCC3)cc2s1 | 18%
CCC(c1nc2ccccc2[nH]1)n1c(-c2ccc3ccccc3c2)nc2ccccc21 (stereo not given) | 7%
O=C1NC2(CCN(C(=O)c3cccnc3)CC2)COc2ccccc21 | 7%[176 µM]
COc1ccc(-c2nn(-c3ccccc3C)cc2CN(C)Cc2nonc2C)cc1F | 27%
CC(C)CC1C(=O)N(Cc2cn(CCC3OCCO3)nn2)CCS(=O)(=O)N1Cc1ccc(-c2cccc(CO)c2)cc1 (stereo not given) | ?
Clc1ccccc1/C=N/Nc1ccccc1 | ?

# Shown as labelled records: part of the list above.
Cc1c(C(=O)NC(C)c2ccccc2)[nH]c2c1C(=O)CCC2 (stereo not given)
  12-LOX inh: 6%
Cc1nc2c(c(=O)[nH]1)CCN(C(=O)C1(C)CCc3c(C)c(O)c(C)c(C)c3O1)C2 (stereo not given)
  12-LOX inh: ?

# More results:
compound | 12-LOX inh
Cc1cccc(C)c1C(O)c1ncc(-c2ccccc2C(F)(F)F)[nH]1 (stereo not given) | 0%
CCCCSCCCNC(=O)CS(=O)Cc1nc(-c2ccc(C)cc2)oc1C (stereo not given) | ?
C=CCN(CC=C)C(=O)c1ccc(CN2C(=O)NC3(CCS(=O)(=O)CC3)C2=O)cc1 | 25%
CC(C)c1ccc(C(C)NC(=O)/C=C/c2ccccc2F)cc1 (stereo not given) | -29%
COCCN1Cc2ccc(NCc3ccccc3)nc2C(C)(C(=O)Nc2ccn(C)n2)C1 (stereo not given) | 9%[176 µM]
CN(Cc1ccccc1)C(=O)COc1ccc2c(C(F)(F)F)cc(=O)oc2c1 | 2%
Cc1nc(SC2=CS(=O)(=O)c3ccccc32)oc1C | ?
Cn1c(N)c(C(=O)CSc2ccc3ccccc3n2)c(=O)n(C)c1=O | -6%
CCCCCCC(=O)NC1CCCCN(C)C1=O (stereo not given) | -2%
CCCCn1nnc(NC(=O)c2cc3ccccc3cc2OC)n1 | -11%
Cc1ccc(N2CCN(C(C(=O)O)c3cn(CC(=O)O)c4ccccc34)CC2)c(C)c1 (stereo not given) | -22%
CCCc1ccc(C(O)c2ncc(-c3ccccc3)[nH]2)cc1 (stereo not given) | 3%
CC(C)CCNC(=O)c1cc2ccccc2oc1=O | 1%
CCCS(=O)(=O)NC(=O)C1(C)CCN(C(=O)c2cncc(Br)c2)C1 (stereo not given) | ?
Cc1ccc(C(=O)N2CCC(CCC(=O)NC3CCCCCC3)CC2)cc1 | ?
COc1ccc(Nc2nc(N3CCOCC3)c3nccnc3n2)cc1OC | -13%
CN(C)c1cc(C#N)ccn1 | -2%
COc1cccc(C(=O)N2CCC3(CC2)CCN(Cc2cccs2)c2ccccc2O3)c1 | 11%
COc1ccc(-c2nc3cc(NC(=O)c4ccccc4OC)ccc3o2)cc1 | ?
Cc1cnc(C2CCC2)n1CC1CCN(C(=O)C(C)c2ccccc2)CC1 (stereo not given) | 69%[activator]
CCN(C(=O)c1cc2c(s1)-c1ccccc1SC2)c1cc(C)ccc1C | ?
COc1cc(OC)c(NC(=O)c2nc3ccccc3nc2N2CCCC2)cc1Cl | 24%
O=C(Nc1ccccc1)c1nn(Cc2ccccc2)c(=O)c2ccccc12 | 2%
CC(C)c1ccc(-c2nonc2NC(=O)c2cc(=O)c3ccc(Br)cc3o2)cc1 | 3%
Cc1cnc(NC(=O)CCNC(=O)c2ccsc2)s1 | ?
C[C@@H]1CCCCO[C@H](CN(C)S(=O)(=O)c2cn(C)cn2)[C@H](C)CN([C@@H](C)CO)C(=O)c2cc(NC(=O)c3ccccc3)ccc2O1 | ?
Cc1ccc(C(=O)Nc2c(NCc3ccccc3)c3ccccc3oc2=O)cc1 | ?
Cc1cc(C(=O)N2CCCn3nc(C(=O)NCCN(C)C)cc3C2)ccc1F | 51%[activator]
C=CCn1cc(CN2CCOc3c(O)cc(-c4cccc(Cl)c4)cc3C2)cn1 | ?
CC(=O)c1ccc(N2CCN(C(=O)c3cc4n(n3)CC(c3ccc(Cl)cc3)OC4)CC2)cc1 (stereo not given) | 12%

# Taken from above.
# CCCCn1nnc(NC(=O)c2cc3ccccc3cc2OC)n1 @ 12-LOX inh: -11%
# CN(Cc1ccccc1)C(=O)COc1ccc2c(C(F)(F)F)cc(=O)oc2c1 @ 12-LOX inh: 2%

# Carrying on:
compound | 12-LOX inh
O=C(c1ccccc1F)N(Cc1ccco1)C1CC1 | ?
O=C(c1ccc(CC2CC(=O)N(c3ccccc3)C2)nc1)N1CCCC1 (stereo not given) | 42%[activator]
COc1cccc(-c2cnc(C(O)c3cccc(F)c3)[nH]2)c1 (stereo not given) | 14%
O=C(NC1CCN(c2cc(-c3ccc(F)cc3)[nH]n2)C1)c1cc2ccccc2[nH]1 (stereo not given) | -6%
COc1ccccc1-c1ccc(C(=O)N2C[C@@H](C)[C@@](C)(O)C2)cc1 | 5%
Cc1ccc(C)c(OCCC(=O)N2CCN(S(=O)(=O)c3cccs3)CC2)c1 | 5%
CCC1CCCN(Cc2nc(N)c3ccccc3n2)C1 (stereo not given) | 12%
O=C(C1CCCC1)N1CC2(CCN(Cc3ccc(Cl)cc3)C2)Cc2ccccc21 (stereo not given) | ?
COc1cccc(NC(=O)CN(C)CC(=O)NC(=O)NCc2ccccc2)c1 | -5%
COC(=O)c1sccc1S(=O)(=O)N[C@H]1C[C@@H](C(=O)OC)N(C)C1 | -4%
CCc1ccc(CNC(=O)c2ccc(CN3C(=O)CCn4nccc43)cc2)cc1 | -3%
OC(c1cccc(Cl)c1)c1nc(/C=C/c2ccc(C(F)(F)F)cc2)cs1 (stereo not given) | ?
Cc1ccc(CN(CC(=O)N(C)Cc2ccsc2)C2CC2)cc1 | ?
COc1ccccc1N1CCN(Cc2cc(=O)oc3cc(O)c(Cl)cc23)CC1 | -11%&-12%
CC(C)Sc1nc2c(c(=O)[nH]c(=O)n2C)n1CC(O)COc1cccc2ccccc12 (stereo not given) | ?
Cc1ccc2c(COC(=O)c3ccc(C)s3)cc(=O)oc2c1 | 2%
CCCNC(=O)C1COC2(CCN(C(=O)c3ccccc3Cl)CC2)N1C(=O)c1ccc(OC)cc1 (stereo not given) | 40%
C=CCN(CC(=O)NC(N)=O)Cc1ccc(OC)cc1 | -1%
N#Cc1ccc(NC(=O)C2CC(c3ccccc3F)=NO2)cc1 (stereo not given) | 7%
ON(/C=C1\C=Nc2ccccc21)c1ccc(Br)cc1 | ?
CC1(c2nnnn2C2CCCCC2)CCC(=O)N1Cc1ccc2c(c1)OCO2 (stereo not given) | -6%
COc1ccccc1CC(=O)NCCn1cccc1-c1nc(-c2ccccc2)no1 | 74%[activator]
O=c1n(-c2ccc(C(F)(F)F)cc2)nc2n1CCN(Cc1ccccn1)C2 | 49%[activator]
C[C@@H]1CN([C@H](C)CO)C(=O)CCCn2nncc2CO[C@H]1CN(C)Cc1cccc(O)c1 | 9%
O=C(CC1COCCN1)N1CCC2(CCC(=O)N(CCc3ccccc3)C2)CC1 (stereo not given) | ?

# Only part of the results is shown; rates above refer to the full screens.
